# FN deposit inh = fibronectin deposition inhibition. 350,000 compounds, 0.086% hits. AH1F fibroblasts, Alexa488-fibronectin deposition fluorescence, overnight. AID 743247. inhibition, % at 12.6 µM;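 active = mean inhibition across replicates of 30% or more, regardless of how many single replicates reach that level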;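 also: positive control wells lacked labelled fibronectin entirely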
#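 Material: AH1F fibroblast monolayer depositing Alexa488-labelled fibronectin into matrix / Amount: 10000 AH1F cells per well / Signal: fluorescence 485/525 nm / Medium: DMEM, 2% serum / Compound: single dose, pinned / Incubation: 1 h cell adhesion before compound, then overnight fibronectin incubation / Reagent: Alexa488-FN, 24 nM final / Read-out: inhibition of fibronectin deposition signal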
# esBAF inh = SWI/SNF esBAF complex inhibition; AID 602393; mouse ES cells, Bmi1-luciferase knock-in reporter, 24 h; 100% = twice the neutral-well signal; reporter increase, % at 12.5 µM; 350,000 compounds, 2% hits; in the data active = activation above about 40%;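 also: 0% = median of the plate's neutral control wells and 100% = double that signal; a rise in the Bmi1 reporter signal indicates esBAF inhibition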
# S100A4 inh HTS = blocks human S100A4 binding to myosin IIA peptide; P26447; S100A4/TAMRA-MyoIIA peptide fluorescence polarization; inhibition, % at 10.7 µM; 360,000 compounds, 0.14% hits; AID 652163;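 active = mean inhibition of at least 70% across replicates, with every replicate also reaching that level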
# Target sequence (P26447 whole entry, looked up): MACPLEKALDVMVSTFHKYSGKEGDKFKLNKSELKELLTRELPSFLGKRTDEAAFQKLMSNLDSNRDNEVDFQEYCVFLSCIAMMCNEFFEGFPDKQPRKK
#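 Assay system: human S100A4 monomer with TAMRA-labelled myosin IIA peptide / Buffer or medium: Calcium-containing HEPES buffer, pH 7.2 / Reagent: TAMRA-labelled myosin IIA heavy-chain peptide probe, 5 nM / Compound: one dose per compound / Timing: polarization read 5 min after assay mix addition, stable 5–60 min / Benchmarks: neutral control DMSO, positive control TFP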
# C2C12 statin = suppression of simvastatin myotoxicity | C2C12 myotubes + simvastatin, ATP luminescence, 48 h; scaled: DMSO 0, geranylgeraniol control 100 | rescue of ATP level, % at 7.49 µM | 330,000 compounds, 0.78% hits | AID 602340;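 active = mean ATP rescue above about 67%, or every replicate alone reaching that limit, limit read from the data, passing the limit was not always enough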;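 also: myotubes were challenged with 10 µM simvastatin during compound exposure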
# LGR2 inh = blocks bursicon-induced cAMP signaling via Drosophila LGR2. HEK293 LGR2, CRE-luciferase, bursicon-stimulated, 4 h. inhibition, % at 9.99 µM. 380,000 compounds, 0.35% hits. AID 720647;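 active = drop in luminescence signal, shown as inhibition above about 50% in the replicate tests, limit read from the data, passing the limit was not always enough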;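 also: agonist challenge used bursicon conditioned medium at about half maximal strength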
# SIRT5 inh = sirtuin-5 (human) deacylase inhibition. 330,000 compounds, 1.1% hits. Purified SirT5, succinyl-peptide AMC, trypsin-coupled fluorescence. inhibition, % at 15 µM. AID 652115; in the data active = inhibition above about 15%
# Target sequence (Q9NXA8 whole entry, looked up): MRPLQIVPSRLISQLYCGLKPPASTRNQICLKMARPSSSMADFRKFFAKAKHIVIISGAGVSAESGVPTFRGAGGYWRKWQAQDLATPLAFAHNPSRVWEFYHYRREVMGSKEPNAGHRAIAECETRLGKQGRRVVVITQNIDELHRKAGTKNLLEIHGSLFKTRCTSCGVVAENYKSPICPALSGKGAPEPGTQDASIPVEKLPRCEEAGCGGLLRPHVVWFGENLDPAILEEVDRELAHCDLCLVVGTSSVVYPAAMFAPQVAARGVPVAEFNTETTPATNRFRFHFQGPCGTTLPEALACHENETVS
# Casp6 inh = caspase-6 (human) enzyme inhibition; 350,000 compounds, 0.53% hits; purified caspase-6, Z-VEID-R110 cleavage fluorescence; inhibition, % at 12.5 µM; P55212;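 active = mean inhibition across replicates at least about 35%, with every replicate also reaching that limit, limit read from the data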;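 also: 0% = median of neutral control wells and 100% = no fluorescence left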
# Target sequence (P55212 24-179 limits assumed): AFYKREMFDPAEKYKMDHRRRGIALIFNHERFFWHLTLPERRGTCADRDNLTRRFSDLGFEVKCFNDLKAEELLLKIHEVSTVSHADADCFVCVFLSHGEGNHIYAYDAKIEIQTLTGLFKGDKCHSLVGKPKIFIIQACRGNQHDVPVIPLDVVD
# Target sequence (P55212 194-293 limits assumed): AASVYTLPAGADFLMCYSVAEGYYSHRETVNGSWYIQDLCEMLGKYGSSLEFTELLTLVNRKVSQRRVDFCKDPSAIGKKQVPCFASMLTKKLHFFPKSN
# Starred values were filed as active, the others as inactive; / = not tested or not shown. A portion of the library (hit frequency here may not be typical).
# Key to letters – A = FN deposit inh; B = esBAF inh; C = S100A4 inh HTS; D = C2C12 statin; E = LGR2 inh; F = SIRT5 inh; G = Casp6 inh
CN1CCN(C(=O)C2CCN(c3ncc(C(F)(F)F)cc3Cl)CC2)CC1
  A = -1; B = 0; C = 14; D = -3; E = 6; F = 37*; G = 5
Cc1nc2sc(C(c3ccc(F)cc3)N3CCOCC3)c(O)n2n1 (stereo not given)
  A = -4; B = 6; C = /; D = -17; E = /; F = /; G = /
O=C(NC1CCS(=O)(=O)C1)c1ccc(Br)s1 (stereo not given)
  A = 1; B = -3; C = -4; D = 6; E = 10; F = /; G = -6
CNC(=O)C[C@@H]1CC[C@@H]2[C@H](COc3ccc(NC(=O)c4ccccc4OC)cc3C(=O)N2C)O1
  A = -8; B = -3; C = -7; D = -9; E = 16; F = 2; G = -1
CCC(CC)NC(=O)Nc1ccccc1C
  A = 0; B = /; C = 5; D = /; E = 16; F = -2; G = -1
Cc1cc(NC(=O)c2ccco2)sc1C
  A = -1; B = 29; C = -4; D = -21; E = -56; F = 0; G = 0
C[C@H](CO)N1C[C@H](C)[C@@H](CN(C)Cc2ccccc2)Oc2ccc(NC(=O)Cc3ccccc3)cc2CC1=O
  A = /; B = 4; C = 4; D = 65; E = -3; F = 0; G = -7
Cc1ccccc1[C@@H](NC(=O)OC(C)(C)C)C(=O)OC(C)(C)C
  A = -3; B = -6; C = -2; D = -4; E = 22; F = /; G = -3
Cc1cc(N2CCOCC2)ccc1/C=C1\NC(=O)N(Cc2ccccc2F)C1=O
  A = -3; B = /; C = -4; D = /; E = -29; F = 7; G = /
CC(C)NC(=O)Nc1ccc2c(c1)C(=O)N([C@@H](C)CO)C[C@H](C)[C@H](CN(C)Cc1ccc(C(F)(F)F)cc1)OCCCC[C@H](C)O2
  A = -2; B = -3; C = 5; D = /; E = 11; F = 9; G = 0
O=C([C@H]1[C@H](CO)[C@H]2Cn3c(cccc3=O)[C@@H]1N2S(=O)(=O)c1ccccc1F)N1CCOCC1
  A = /; B = -1; C = 10; D = 24; E = 10; F = -1; G = 4
CN(C)S(=O)(=O)c1ccc(C(=O)Nc2ccc(S(=O)(=O)NC3=NCCCCC3)cc2)cc1
  A = -3; B = -2; C = /; D = 28; E = /; F = /; G = /
CC(C)NC(=O)Nc1ccc2c(c1)C(=O)N([C@H](C)CO)C[C@@H](C)[C@@H](CN(C)C(=O)Nc1ccc3c(c1)OCO3)O2
  A = /; B = 0; C = 8; D = -1; E = 4; F = -2; G = -2
CCOC(=O)c1csc(N/N=C2\CCc3ccccc32)n1
  A = -7; B = 13; C = -3; D = -6; E = -40; F = -1; G = 3
CCCCOc1ccc(C(=O)NCC(=O)NCCOc2ccc(C)cc2)cc1
  A = -1; B = 2; C = -7; D = 28; E = -4; F = 0; G = -3
Cc1cccc(NC(=O)Nc2cnccn2)c1
  A = -7; B = /; C = -8; D = /; E = 7; F = -2; G = 10
OCC1OC(n2ccc3c2ncn2ncnc32)C(O)C1O (stereo not given)
  A = 7; B = /; C = 1; D = /; E = -18; F = 0; G = -2
COc1ccc(CC(=O)OCC(=O)NCc2ccc(Cl)cc2)cc1
  A = 1; B = /; C = -2; D = /; E = -40; F = 3; G = 1
CN(C)c1ccc(NC(=O)CCN2C(=O)c3cccc([N+](=O)[O-])c3C2=O)cc1
  A = 4; B = 11; C = -3; D = -3; E = 7; F = 2; G = 3
C[C@H]1CCCCO[C@H](CN(C)C(=O)Nc2ccccc2)[C@@H](C)CN([C@@H](C)CO)C(=O)c2cc(NC(=O)Cc3ccccc3)ccc2O1
  A = -1; B = -6; C = -13; D = /; E = -3; F = 0; G = 3
CNC(=O)CSc1nnc(-c2ccco2)n1-c1cccc(C)c1C
  A = 3; B = -1; C = 1; D = -7; E = 8; F = -2; G = -1
CO[C@@H]1CN(C)C(=O)c2cc(NC(=O)c3cc(C)on3)ccc2OC[C@@H](C)NC[C@@H]1C
  A = -10; B = -6; C = -6; D = -3; E = 8; F = -12; G = /
COc1ccc(OCc2cc(C(=O)N(C)C(C)c3ccon3)no2)c(Cl)c1 (stereo not given)
  A = /; B = 73*; C = -6; D = 0; E = -51; F = -1; G = 0
COCCNc1nnc(SCC(=O)Nc2sc3c(c2C(=O)c2ccccc2)CCCC3)s1
  A = -4; B = /; C = 4; D = /; E = 26; F = /; G = 2
Cc1ccccc1CC1(CO)CCCN(C(=O)CCC(=O)c2ccccc2)C1 (stereo not given)
  A = 2; B = 2; C = -5; D = -10; E = -5; F = 1; G = 0

# Of the compounds above, these contain a furan ring, fused or not:
# Key to letters – A = FN deposit inh; B = esBAF inh; C = S100A4 inh HTS; D = C2C12 statin; E = LGR2 inh; F = SIRT5 inh; G = Casp6 inh
Cc1cc(NC(=O)c2ccco2)sc1C
  A = -1; B = 29; C = -4; D = -21; E = -56; F = 0; G = 0
CNC(=O)CSc1nnc(-c2ccco2)n1-c1cccc(C)c1C
  A = 3; B = -1; C = 1; D = -7; E = 8; F = -2; G = -1

# (more compounds)
# Key to letters – A = FN deposit inh; B = esBAF inh; C = S100A4 inh HTS; D = C2C12 statin; E = LGR2 inh; F = SIRT5 inh; G = Casp6 inh
CC(C)(C)c1ccc(S(=O)(=O)/N=C2\C=C(NS(=O)(=O)c3ccccc3)C(=O)c3ccccc32)cc1
  A = 12; B = 1; C = -5; D = 63; E = 14; F = 10; G = 50*
COc1ccc(N2CC(C(=O)N3CCN(c4ccccc4)CC3)CC2=O)cc1 (stereo not given)
  A = 4; B = -2; C = 2; D = 7; E = 7; F = -4; G = 0
CCCC(=O)N1c2ccccc2NC2=C(C(=O)CCC2)C1c1ccc(F)cc1 (stereo not given)
  A = 0; B = -5; C = /; D = 7; E = /; F = /; G = /
CN(C)CCCN1C(=O)c2cc3ccccc3cc2C1=O
  A = -2; B = 4; C = -8; D = -11; E = -6; F = -5; G = 4
C[C@@H]1CN([C@@H](C)CO)C(=O)c2ccccc2-c2ccccc2CO[C@@H]1CN(C)C(=O)Oc1ccccc1
  A = -6; B = 3; C = 2; D = -5; E = 12; F = 7; G = -4
CC(=O)Nc1ccc(S(=O)(=O)Nc2ccc3[nH]c(=O)[nH]c3c2)cc1
  A = -7; B = -8; C = -3; D = 4; E = -9; F = -10; G = 4
COC(=O)COc1ccc(S(=O)(=O)NCc2ccc3c(c2)OCO3)cc1
  A = 0; B = -2; C = -1; D = -24; E = 0; F = 2; G = 1
CCn1ncc(S(=O)(=O)Nc2cccnc2)c1C
  A = /; B = -5; C = -6; D = 7; E = 10; F = -4; G = 3
O=C1C=C(OCCCl)CC(c2cccc(Cl)c2)O1 (stereo not given)
  A = -2; B = /; C = -3; D = /; E = -6; F = 2; G = 0
CC(C)N(Cc1ccccc1)C(=O)COC(=O)/C=C/c1cnc2ccccc2n1
  A = 9; B = /; C = -3; D = /; E = -17; F = 0; G = 0
Cc1sc2ncnc(SCC(=O)Nc3ncccc3O)c2c1C
  A = /; B = -4; C = -29; D = -18; E = -13; F = 2; G = 43*
Cc1[nH]c2ccccc2c(=O)c1C(=O)/C=C/c1ccccc1
  A = 23; B = -55; C = -3; D = 61; E = 74*; F = -4; G = 1
O=[N+]([O-])c1cccc(NNS(=O)(=O)c2ccccc2F)c1
  A = 0; B = 0; C = 0; D = 9; E = 11; F = -4; G = 0
COc1ccc(CCNC(=O)c2ccc3c(c2)S(=O)(=O)N=C2CCCCCN23)cc1OC
  A = 12; B = -7; C = 3; D = -1; E = 4; F = /; G = 0
CC1(C(=O)NCc2ccccc2Br)CCN1C(=O)CCc1ccc(Cl)cc1Cl (stereo not given)
  A = 18; B = -5; C = -6; D = -10; E = 17; F = /; G = 0
O=c1[nH]c(=O)n(Cc2ccc(Oc3ccccc3)cc2)cc1Br
  A = 3; B = /; C = 0; D = /; E = 1; F = 0; G = 4
COc1ccc2c3c([nH]c2c1)[C@@H](CO)N(Cc1cccc(F)c1)CC31CN(C(C)=O)C1
  A = /; B = /; C = -21; D = /; E = -7; F = -2; G = 7
COc1ccc(NC(=O)N(C)C[C@H]2OCCCC[C@@H](C)Oc3ccc(NS(=O)(=O)c4ccc(F)cc4)cc3C(=O)N([C@H](C)CO)C[C@@H]2C)cc1
  A = /; B = 3; C = -5; D = /; E = 14; F = 3; G = 1
CCC(C)/C(C)=N/NC(=O)c1ccc(CSc2nc3ccccc3s2)cc1 (stereo not given)
  A = -1; B = /; C = -5; D = /; E = -26; F = -6; G = -2
O=C(COc1ccccc1/C=C1\SC(=O)NC1=O)Nc1ccccc1
  A = -12; B = /; C = -1; D = /; E = 9; F = 0; G = 7
O=C(CSCC(=O)NC1CCCC1)Nc1ccccc1
  A = -2; B = /; C = 1; D = /; E = -15; F = 3; G = 3
CCCC#Cc1ccc([C@H]2[C@@H](CO)N(C(=O)C3CCOCC3)[C@H]2C#N)cc1
  A = 10; B = -5; C = 7; D = -18; E = -9; F = -1; G = -3
COc1ccccc1CNS(=O)(=O)c1c(C)[nH]c(=O)[nH]c1=O
  A = /; B = -6; C = 0; D = -15; E = -6; F = -4; G = 0
O=C(N[C@@H]1CC[C@H](CCNC(=O)C2CCOCC2)O[C@@H]1CO)c1ccncc1
  A = -8; B = 0; C = 5; D = -9; E = -7; F = -3; G = 0
Cn1c(=O)n(C)c2cc3[nH]cnc3cc21
  A = 12; B = 15; C = 0; D = -1; E = -17; F = -1; G = 1
Cc1ccc(N=Nc2c(C)[nH]n(-c3ccccc3)c2=O)cc1Br
  A = -5; B = -3; C = -8; D = -10; E = 10; F = -3; G = 4
CN(Cc1cnn(C)c1)C(=O)C1CCCCC1C(=O)O (stereo not given)
  A = -11; B = 2; C = /; D = 7; E = /; F = /; G = /
C/C(=C\c1ccccc1)C(=O)Nc1nc2ccc([N+](=O)[O-])cc2s1
  A = 3; B = /; C = 0; D = /; E = -26; F = 3; G = -2
CCOC(=O)C1CCCN(C(=O)Cn2nc(CC)n3c(cc4sccc43)c2=O)C1 (stereo not given)
  A = 2; B = 3; C = 3; D = -8; E = 0; F = -1; G = 0
CC(C)CN(C(=O)CSc1nc2ccccc2o1)c1c(N)n(Cc2ccccc2)c(=O)[nH]c1=O
  A = 3; B = 7; C = 0; D = -1; E = 4; F = -2; G = -2
CC(C)(C)c1nc2ccccc2c2nnc(SCC(=O)Nc3nccs3)n12
  A = 4; B = -6; C = /; D = -96; E = 12; F = /; G = /
Nc1c(C(=O)NCc2ccc(F)cc2)c2nc3ccccc3nc2n1CCCN1CCOCC1
  A = 8; B = 3; C = /; D = -4; E = /; F = /; G = /
COc1cc2c(cc1O)C(c1cccs1)N(Cc1sc3ccccc3c1Cl)CC2 (stereo not given)
  A = /; B = /; C = 7; D = /; E = /; F = 1; G = -1
Cc1ccc(S(=O)(=O)Nc2cccc3c2O[C@H](CN(C)Cc2ccc(C(=O)O)cc2)[C@@H](C)CN([C@H](C)CO)C3=O)cc1
  A = /; B = -9; C = 7; D = -31; E = -7; F = 1; G = -1
CCC(CC)CN1CCN=C1N(C)C
  A = -11; B = -2; C = -1; D = 9; E = 12; F = 3; G = 0
C/C=C/c1ccc2c(c1)[C@H]1[C@H](CCN1Cc1ccc(F)cc1)[C@H](CO)N2
  A = 4; B = /; C = 6; D = /; E = -6; F = -2; G = 0
C[C@@H]1CN([C@H](C)CO)C(=O)c2cccc(NC(=O)c3nc4ccccc4s3)c2O[C@@H]1CN(C)CC1CC1
  A = /; B = 7; C = -16; D = 16; E = 14; F = -1; G = 1
Cc1cc(S(=O)(=O)Nc2c(C)nn(C)c2C)c(Cl)cc1Cl
  A = 2; B = 1; C = -25; D = -10; E = 6; F = -3; G = -1
Cc1cc(Cl)ccc1OC(C)C(=O)Nc1cccc(S(=O)(=O)N2CCOCC2)c1 (stereo not given)
  A = -5; B = -2; C = -1; D = 3; E = -11; F = /; G = 1
Cc1cc(C)n(C(=O)/C(C#N)=N\Nc2ccccc2[N+](=O)[O-])n1
  A = 18; B = /; C = -4; D = /; E = -17; F = 1; G = -4
CC(=O)NCCNc1nc(NCC2CC2)nc2cc(-c3ccccc3)sc12
  A = 2; B = -9; C = 25; D = -13; E = 7; F = /; G = -5
